Bioassay records (PubChem)
PKA kinase inh = blocks human protein kinase A activity; inhibition, % at 6 µM; P17612; 65,000 compounds, 0.1% hits; PKA Kemptide phosphorylation, Kinase-Glo ATP luminescence; AID 524;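 active = inhibition above the screen-wide mean inhibition plus 3 SD, cut at about 21% in these data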; also: many of its hits are not listed in these tables
CatS block = inhibitors of human cathepsin S. P25774. recombinant cathepsin S, AMC dipeptide fluorescence, pooled mixtures. inhibition, %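 (tested at 5 µM per compound within 10-compound mixtures)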. 62,000 compounds, 0.06% hits. AID 501; in the data active = inhibition above about 32%, passing the limit was not always enough; inconclusive = no clear call, values can overlap the other calls;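 also: 0% = enzyme without compound and 100% = blank without enzyme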
Target sequence (P25774 115-331 limits assumed): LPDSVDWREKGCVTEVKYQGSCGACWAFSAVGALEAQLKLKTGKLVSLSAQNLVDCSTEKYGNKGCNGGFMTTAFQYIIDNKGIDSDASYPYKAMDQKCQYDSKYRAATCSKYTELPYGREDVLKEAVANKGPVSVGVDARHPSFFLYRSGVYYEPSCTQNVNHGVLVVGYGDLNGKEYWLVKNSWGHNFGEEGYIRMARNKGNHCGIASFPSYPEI
FXIa inh mix = inhibitors of human coagulation factor XIa, pooled mixtures. P03951. purified FXIa, fluorogenic substrate. inhibition, % at 5 µM. 62,000 compounds, 0.19% hits. AID 680;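 also: each value is inhibition by a whole ten-compound pool holding the compound; 0% = enzyme with no mixture and 100% = wells lacking enzyme; strong numbers were not always called active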
FXIIa mix inh = factor XIIa (human) inhibition, mixture screen; inhibition, % at 5 µM; purified FXIIa, fluorogenic substrate, pooled mixtures; 62,000 compounds, 0.2% hits; P00748;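 also: 0% = enzyme without compound and 100% = no enzyme blank; some results filed as inactive read as strong as hits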
Target sequence (P00748 20-372 limits assumed): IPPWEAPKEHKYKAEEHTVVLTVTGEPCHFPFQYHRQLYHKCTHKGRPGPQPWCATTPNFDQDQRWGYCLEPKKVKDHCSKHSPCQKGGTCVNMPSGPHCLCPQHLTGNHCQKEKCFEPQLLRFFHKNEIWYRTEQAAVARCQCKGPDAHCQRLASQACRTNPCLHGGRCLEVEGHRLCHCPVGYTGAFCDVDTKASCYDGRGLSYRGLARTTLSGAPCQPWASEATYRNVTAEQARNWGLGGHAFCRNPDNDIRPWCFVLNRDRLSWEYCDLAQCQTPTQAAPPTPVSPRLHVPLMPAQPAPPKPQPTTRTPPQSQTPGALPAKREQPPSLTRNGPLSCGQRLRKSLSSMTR
Target sequence (P00748 373-615 limits assumed): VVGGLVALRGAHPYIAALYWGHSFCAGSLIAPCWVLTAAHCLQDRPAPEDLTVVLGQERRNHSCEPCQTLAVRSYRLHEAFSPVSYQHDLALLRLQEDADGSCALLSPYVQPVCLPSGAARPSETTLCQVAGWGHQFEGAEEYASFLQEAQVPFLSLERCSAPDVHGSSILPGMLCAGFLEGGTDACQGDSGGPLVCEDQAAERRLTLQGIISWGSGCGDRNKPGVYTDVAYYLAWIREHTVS
JNK3 blocker = blocks human JNK3 kinase activity; P53779; purified JNK3 kinase activity, HTS; inhibition, % at 8 µM; 60,000 compounds, 0.61% hits; in the data active = inhibition above about 17%;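 also: 0% = DMSO and 100% = reference inhibitor; many of its hits are not listed in these tables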
ROCK2 blocker = inhibitors of human Rho kinase 2 | purified ROCK2, Kinase-Glo ATP depletion luminescence | 60,000 compounds, 0.35% hits | O75116 | inhibition, % at 6 µM;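 active = inhibition above the screen-wide mean inhibition plus 3 SD, cut at about 18% in these data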;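 also: plate controls were DMSO wells for no effect and Y-27632 control wells after no-enzyme background subtraction for full effect; many of its hits are not listed in these tables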
C1s block = blocks human complement C1s protease activity; purified C1s, fluorogenic AMC substrate, pooled mixtures; mean inhibition % of two 10-compound mixtures (active compounds read high), % at 5 µM (by protocol); 62,000 compounds, 0.16% hits; AID 538;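 active = inhibition above 20% in each of the two 10-compound mixture wells holding the compound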;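 also: 0% = enzyme wells lacking compound mixture and 100% = no-enzyme blank wells; some compounds called inactive have numbers as strong as hits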
CatG inh = cathepsin G (human) inhibition. AID 581. inhibition, % at 5 µM (by protocol). 62,000 compounds, 0.2% hits. P08311. purified enzyme, AMC-tetrapeptide fluorescence, pooled mixtures;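 active = inhibition above 20% in each of the two mixture wells holding the compound; inactive = inhibition of 20% or less in either well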;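 also: 0% = enzyme control without mixture and 100% = blank lacking enzyme; strong numbers were not always called active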
Target sequence (P08311 21-244 limits assumed): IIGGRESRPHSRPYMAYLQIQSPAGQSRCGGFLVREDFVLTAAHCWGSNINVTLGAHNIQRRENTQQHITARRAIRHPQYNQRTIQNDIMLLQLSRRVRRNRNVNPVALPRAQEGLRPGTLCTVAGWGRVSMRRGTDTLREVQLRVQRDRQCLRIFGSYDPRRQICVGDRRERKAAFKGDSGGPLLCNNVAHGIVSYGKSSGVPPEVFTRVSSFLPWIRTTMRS
CatL block = blocks human cathepsin L protease activity; P07711; purified cathepsin L, fluorogenic substrate, fluorescence; inhibition, %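 (tested at 10 µM)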; 58,000 compounds, 0.17% hits; in the data active = inhibition above about 45%;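 also: 0% = enzyme with no compound and 100% = no enzyme blank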
* hit, by the source's call; ? = inconclusive; · = not tested or not shown. Rule as the data show it, unless noted: active = inhibition above about 20% (passing the limit was not always enough); inactive = the rest.

SMILES	PKA kinase inh	CatS block	FXIa inh mix	FXIIa mix inh	JNK3 blocker	ROCK2 blocker	C1s block	CatG inh	CatL block
CCOCCOC(=O)C1=C(C)Nc2ccc(C)cc2S1	-5.7	-9.9	-3.5	3.5	-1.4	-1.8	9.8	8.8	-6.5
COc1cccc2c3c(c(C)nc12)CC(C)O3 (centres undefined)	-2.2	-2.2	1.1	4.6	-7.3	-4.3	-23.7	5.4	-55.6
CN(C)CCOCCP(=O)(c1ccccc1)c1ccccc1	-3.1	-5.1	7.0	-3.3	-1.3	-2.4	15.9	9.9	·
CCNC(=O)CN(C1CCCCC1)S(=O)(=O)c1ccc(F)cc1	5.4	?	-5.6	5.1	·	·	-27.7	3.2	21.1
C=C(C)CC1Nc2ccccc2NC1CC(=C)C (centres undefined)	3.6	-38.5	-41.8	11.2	-11.6	5.2	-208.1	-27.2	-5.6
CN(CC(=O)N1CCCCCC1)S(=O)(=O)c1cccc2cccnc12	4.7	-0.9	0.6	3.6	14.9	-4.5	0.3	9.3	·
O=C(CN1C(=O)CSc2ccccc21)NC1CCCC1	6.0	4.3	9.5	0.8	6.8	2.4	8.7	13.5	17.3
COc1ccc(-n2c(SCC(=O)Nc3ccc(C(=O)O)cc3)nnc2-c2cccs2)cc1	6.1	8.6	2.4	9.4	3.7	2.5	-0.6	-0.7	3.8
CCOc1cc(NC(=O)C2CC2)c(OCC)cc1NC(=O)c1cccnc1	11.2	-4.9	-4.3	5.8	4.6	5.3	-32.4	-7.8	19.4
C/C(Cl)=C\Cn1c(Nc2ccccc2)nc2c1c(=O)n(C)c(=O)n2C	-2.3	-5.7	2.5	4.3	-7.1	-2.8	-52.3	-4.3	12.9
Nc1ccc(-c2ccc(N)cc2C(F)(F)F)c(C(F)(F)F)c1	8.2	-1.1	-0.2	8.0	-0.4	4.4	-7.0	9.9	0.9
Cc1ccc(S(=O)(=O)N(CC(=O)N2CCC(C(N)=O)CC2)c2cccc(C(F)(F)F)c2)cc1	4.0	12.8	23.9	3.4	6.8	2.6	-2.7	45.7	0.9
CCN(C(=O)CSc1nc2cc(C(=O)OC)ccc2c(=O)n1Cc1ccco1)c1cccc(C)c1	14.4	8.3	1.4	4.2	-2.4	8.7	4.3	1.6	3.4
O=C(CCN1C(=O)c2ccccc2C1=O)OCN1C(=O)c2ccccc2C1=O	2.0	5.4	4.6	1.3	-4.7	6.2	-13.0	5.7	-4.6
CCOCCCNC(=O)C(c1ccc(Cl)cc1)N1CCC2(CC1)OCCO2 (centres undefined)	11.8	-0.5	4.4	-25.0	·	·	1.6	-0.6	-1.1
Cc1ccc(-c2c(C(=O)N3CCOCC3)oc(=O)c3ccccc23)cc1	5.9	-3.0	2.8	-19.4	0.0	5.6	7.7	11.0	16.9
O=c1cc(COn2nnc3ccc(C(F)(F)F)cc32)nc2sccn12	1.9	7.8	7.4	5.3	-0.6	-3.1	-3.2	-3.5	-3.8
COc1ccc(-c2nc(N)nc(C)c2Oc2ccccc2Br)c(O)c1	1.9	-21.6	1.3	0.6	-2.0	-1.8	-51.5	-8.2	-7.7
Cc1ccc2nsnc2c1N(S(C)(=O)=O)S(C)(=O)=O	3.2	2.7	-1.7	-18.7	2.3	8.3	-9.8	-8.6	5.8
Cc1nn2cc(-c3ccc(Cl)cc3)nc2s1	7.2	-2.0	5.1	10.1	-2.9	2.7	3.7	7.4	9.1
c1ccc2c(Cn3ccnc3)c[nH]c2c1	4.3	14.5	5.3	-5.4	-1.8	5.5	17.9	16.4	11.5
O=C1/C(=C/Nc2ccc3c(c2)OCO3)CCc2ccccc21	-9.1	0.3	8.6	-4.8	-4.8	-9.4	3.4	7.5	·
CC(=O)c1ccc(N2C(=NC(=O)C(C)C)SC3CS(=O)(=O)CC32)cc1 (centres undefined)	4.3	13.8	2.6	5.3	3.1	4.4	7.5	14.2	12.9
Cc1ccc2cccc(S(=O)(=O)N3CCN(c4ccccc4F)CC3)c2n1	2.5	-1.6	-2.1	3.3	1.8	-3.5	-6.3	3.8	-3.9
COc1cccc(C2=NO[C@@H]3C(=O)N(c4ccc5c(c4)OCCO5)C(=O)[C@H]23)c1OC	8.2	-5.6	3.6	4.1	4.5	8.3	3.3	-0.2	-7.2
Cc1ccc(C(=O)N2CCOCC2)cc1Cl	-2.3	4.4	-6.1	5.4	4.7	-3.5	-37.8	-16.5	-2.6
COC(=O)CN1C(=O)CSc2ncccc21	6.2	-3.1	11.0	6.9	-3.3	-1.4	12.0	7.9	4.6
O=C1SC(SCc2ccccc2)=N/C1=C\c1ccco1	7.2	4.4	4.8	7.2	1.7	1.7	5.4	0.0	1.3
CCCn1c(=N)c(C(=O)NCc2ccc3c(c2)OCO3)cc2c(=O)n3cccc(C)c3nc21	1.2	18.3	4.3	-11.0	-2.4	-2.8	7.0	13.8	-3.9
Cc1noc(C)c1C(=O)NCCC1=CCCCC1	0.0	18.9	0.7	10.2	4.2	3.5	-5.6	-5.6	8.0
CC1(C)CC(=O)c2cc(OCC(=O)NCCN3CCCc4ccccc43)ccc2O1	9.4	14.1	-0.4	-0.1	2.4	2.0	-6.2	6.4	-50.4
Cn1c(/N=C/c2cc(Cl)ccc2O)nc2ccccc21	11.6	10.6	2.9	-22.0	0.3	3.0	2.1	-4.9	4.8
Cn1c(Cc2ccccc2)nnc1SCC(=O)NC1CCCCC1	-5.0	10.6	14.2	-5.0	0.9	1.6	15.4	14.1	-4.4
Cc1ccc(S(=O)(=O)NC(=O)N2CCC(C)CC2)cc1	9.4	0.1	-2.6	5.8	1.1	5.5	-3.1	7.3	8.8
O=C(NC12CC3CC(CC(C3)C1)C2)N1CCC(O)(c2ccc3c(c2)OCO3)CC1	-0.1	3.7	40.0	-21.6	0.5	3.1	26.2	15.0	15.3
CCn1c(/N=C/c2c[nH]c3ccccc23)nc2ccccc21	8.4	-11.2	6.0	-11.2	2.4	16.3	-4.6	7.9	-7.8
CCOc1ccc2oc(-c3ccccc3)c(C(=O)N3CCN(C)CC3)c2c1	2.3	-1.6	6.7	12.3	4.2	0.4	5.2	1.0	-148.2
Cc1cc(=O)n2c(c1C#N)SC1CCCCC12O (centres undefined)	9.2	-12.4	5.6	3.6	3.3	7.9	6.1	7.1	5.9
CC(=O)c1ccc(O)c(CO)c1	2.1	·	·	·	2.8	4.4	·	·	13.7
c1cc(CNc2ccc3c(c2)OCO3)ccn1	13.0	-11.8	-8.8	3.5	-13.7	6.1	-44.2	-1.6	-4.2
Cc1ccc(S(=O)(=O)Nc2nncs2)cc1	-3.0	5.2	5.0	10.6	-6.6	3.5	4.8	4.9	14.2
COc1ccc(NC(=O)c2ccccc2NC(=O)C2CCCO2)cc1 (centres undefined)	12.3	-0.6	-1.9	1.4	4.6	10.8	-8.2	-35.0	5.2
COc1ccccc1NC(=O)C1=C(C)Nc2ncnn2C1c1ccccc1C (centres undefined)	11.1	7.2	5.9	0.5	2.4	9.5	0.5	5.1	0.3
CC1Cc2nc(SCC(=O)N3CCCc4ccccc43)n(C)c(=O)c2S1 (centres undefined)	-9.4	-1.5	4.1	-4.2	5.5	-3.0	4.1	-4.4	11.1
CCCCC(=O)Nc1cccc(-c2nnc(-c3ccccc3)o2)c1	3.0	-7.8	4.8	-1.8	1.1	4.8	12.7	9.5	-2.7
CCOc1ccc(S(=O)(=O)N(CC(=O)Nc2cc(C)on2)Cc2ccccc2Cl)cc1	0.1	-0.5	0.9	7.7	-10.9	-3.1	-1.3	-4.4	-0.6
Cc1ccc(Cl)cc1NC(=O)Cn1cccc1	10.6	-10.6	5.2	13.3	1.6	3.5	12.0	16.4	-7.0
Cc1cc(=O)oc2cc(OCC(=O)NCCc3nc4ccccc4[nH]3)ccc12	7.0	-2.6	2.5	11.4	-11.6	1.8	-3.0	9.2	·

Single values from the list:
JNK3 blocker result of `CCOc1ccc(S(=O)(=O)N(CC(=O)Nc2cc(C)on2)Cc2ccccc2Cl)cc1` stands at -10.9
FXIa inh mix result of `COc1ccccc1NC(=O)C1=C(C)Nc2ncnn2C1c1ccccc1C` (centres undefined) stands at 5.9

Some of the entries so far, with the structure last:
PKA kinase inh,CatS block,FXIa inh mix,FXIIa mix inh,JNK3 blocker,ROCK2 blocker,C1s block,CatG inh,CatL block,mol
13.0,-11.8,-8.8,3.5,-13.7,6.1,-44.2,-1.6,-4.2,c1cc(CNc2ccc3c(c2)OCO3)ccn1
2.3,-1.6,6.7,12.3,4.2,0.4,5.2,1.0,-148.2,CCOc1ccc2oc(-c3ccccc3)c(C(=O)N3CCN(C)CC3)c2c1

Later entries
SMILES	PKA kinase inh	CatS block	FXIa inh mix	FXIIa mix inh	JNK3 blocker	ROCK2 blocker	C1s block	CatG inh	CatL block
Cc1ccc(S(=O)(=O)CCC(=O)OCC(=O)N2CC(=O)Nc3ccccc32)cc1	9.2	-0.8	4.6	11.1	1.1	3.7	3.0	1.6	·
CCC(C)[C@H](NC(=O)NC1CCCc2ccccc21)C(=O)O (some centres undefined)	7.5	7.2	-0.9	11.9	-3.4	5.2	-12.7	7.9	·
Nc1nc(-c2ccco2)nn1C(=O)c1cccnc1	12.2	-5.6	-6.0	5.0	-1.6	6.1	-7.1	14.4	-3.5
COc1ccc(N2C(=O)C(Cl)=C(Nc3c(C)n(C)n(-c4ccccc4)c3=O)C2=O)cc1	1.0	-5.4	2.7	-4.2	-4.0	5.3	5.5	4.8	-0.5
CCOC(=O)Cc1csc(SCC(=O)Nc2sc3c(c2C(N)=O)CCC3)n1	-1.9	5.7	2.5	-0.3	·	·	16.7	11.2	·
CCOC(=O)CNC(=O)COc1ccc(Cl)cc1Br	8.6	-7.0	5.2	-0.2	-2.5	8.5	-3.5	5.7	6.1
CC(=O)Nc1c(C#N)c(C(C)(C)C)cn1C	11.3	2.3	-4.3	3.2	-3.3	5.6	-12.3	2.5	15.0
O=C(CN1CCN(S(=O)(=O)c2ccc(F)cc2)CC1)Nc1ccc2c(c1)OCCO2	5.7	1.5	-6.8	9.6	-1.9	6.2	-16.3	0.3	19.8
CCC1=Nc2ccccc2NC2=C1C(=O)CCC2	-13.7	-24.1	-0.4	3.3	-6.4	-13.7	-36.6	0.7	4.0
CCN1CCCC1CNc1ncnc2c1[nH]c1ccc(Cl)cc12 (centres undefined)	-6.3	25.0	7.6	6.6	3.9	-0.2	-0.1	-1.2	9.0
CCOc1ccc(N(CC(=O)O)S(=O)(=O)c2ccc(F)cc2)cc1	1.6	-13.3	0.3	0.5	-8.8	3.1	-20.9	-3.3	-3.9
CCN(CC)CCSc1nc(O)c(-c2ccccc2)c(=O)[nH]1	10.4	8.2	0.3	-9.4	5.9	2.1	-8.1	-3.2	9.3
Cc1cccc(N(C)S(=O)(=O)c2ccc3c(c2)CCC(=O)N3)c1	8.6	1.2	-2.8	-1.7	-1.0	9.3	-97.2	-12.9	14.4
CCOC(=O)c1c(NC(=O)c2cccs2)sc2c1CCN(C(=O)OCC)C2	0.1	-2.3	1.8	5.2	8.1	1.1	-9.3	5.2	-0.4
CN(C)S(=O)(=O)c1ccc(N2CCOCC2)nc1	-1.8	-8.2	6.5	2.8	-7.5	2.3	15.4	5.0	-19.8
CCCC(=O)Nc1ccccc1-c1nnn(CC(=O)Nc2ccc(OCC)cc2)n1	-2.3	-1.4	2.3	-15.2	0.6	-1.5	4.0	10.9	-2.5
Cc1ccc(-c2csc3nnc(SCc4csc(C)n4)n23)cc1	6.2	-3.1	2.1	10.5	8.1	-2.0	2.9	6.0	2.7
Oc1cccc(-c2nc3ccccc3s2)c1	-5.5	10.1	-0.9	0.5	0.0	-2.2	-29.6	-3.7	4.3
Cc1ccc(S(=O)(=O)N2CCCN(S(=O)(=O)c3ccc(C(F)(F)F)cc3)CC2)cc1	-2.6	-2.3	-1.9	6.8	1.8	0.7	-28.9	-8.6	-11.8
CSc1ccc(/C=N/n2c(C)cc(C)cc2=O)cc1	3.6	-5.4	3.3	2.2	-1.5	5.2	5.8	9.4	6.0
